Compound activity as filed in PubChem.
Cdc42 wt GTP = human Cdc42 wildtype GTP binding change, either direction; P60953; GST-Cdc42 beads, Bodipy-GTP binding, flow cytometry; actives lie on both sides; percent activity (GTP binding), % at 10 µM; 190,000 compounds, 0.2% hits; AID 761;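 active means percent activity GTP binding at least 20 points away from the 100% baseline, either down as inhibitor or up as activator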;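 further: median bead fluorescence of bound Bodipy-FL-GTP at 100 nM; 0% = excess unlabeled GTP control and 100% = no compound control; below 100% means less GTP binding so inhibitor and above means activator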
Target sequence (P60953 whole entry, looked up): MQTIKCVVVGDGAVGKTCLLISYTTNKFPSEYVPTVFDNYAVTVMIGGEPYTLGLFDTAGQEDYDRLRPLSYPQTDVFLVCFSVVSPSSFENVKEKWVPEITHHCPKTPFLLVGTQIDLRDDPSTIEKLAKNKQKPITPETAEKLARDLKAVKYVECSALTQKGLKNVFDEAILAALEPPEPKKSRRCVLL
Rab2 wt GTP = changes GTP binding to wildtype dog Rab2A, up or down; P61105; GST-Rab2 wt beads, Bodipy-GTP binding, flow cytometry; GTP binding activity, % at 10 µM; 190,000 compounds, 0.19% hits; AID 760;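 active means GTP binding activity at least 20 points away from 100%, either lowered or raised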;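 further: 0% = beads with excess unlabeled GTP and 100% = no-compound control corrected for plate trend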
Mcl1-Noxa inh = Mcl-1/Noxa interaction inhibition | 220,000 compounds, 1.5% hits | inhibition, % at 21.7 µM | Q07820 | TR-FRET Mcl-1/Noxa peptide binding, 2 h;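 active means compounds that cut the protein-peptide binding signal by more than 50% relative to plate controls in a single-dose test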;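 further: His-tagged Mcl-1 with rhodamine Noxa BH3 peptide and terbium anti-His antibody; 0% = Mcl-1 plus Noxa peptide wells and 100% = peptide-only wells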
Target sequence (Q07820 whole entry, looked up): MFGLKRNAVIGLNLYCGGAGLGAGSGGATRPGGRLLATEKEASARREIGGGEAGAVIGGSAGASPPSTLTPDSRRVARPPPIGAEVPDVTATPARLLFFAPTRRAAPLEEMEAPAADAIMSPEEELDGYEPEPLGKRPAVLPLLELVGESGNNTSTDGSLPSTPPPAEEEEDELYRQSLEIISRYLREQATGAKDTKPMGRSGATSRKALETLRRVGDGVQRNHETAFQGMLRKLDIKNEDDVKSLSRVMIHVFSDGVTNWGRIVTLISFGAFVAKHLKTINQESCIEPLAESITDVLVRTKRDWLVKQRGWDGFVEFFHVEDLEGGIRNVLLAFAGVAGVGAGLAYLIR
Rab7 wt GTP bind = modulators of GTP binding to dog Rab7 wildtype GTPase | GST-Rab7 beads, fluorescent GTP binding, flow cytometry; actives lie on both sides; untreated = 100%, excess cold GTP = 0% | AID 758 | GTP binding activity (percent of control), % at 10 µM | 190,000 compounds, 0.055% hits;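 active means fluorescent GTP binding to Rab7 beads changed by at least 20 points from the 100% baseline, either direction, mostly lower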;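 further: median green fluorescence of bound Bodipy-FL-GTP per Rab7 bead population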
Rac1 act GTP bind = modulators of GTP binding to human Rac1 activated mutant; percent activity (GTP binding), % at 10 µM; P63000; 190,000 compounds, 0.11% hits; AID 764; GST-Rac1 activated beads, fluorescent GTP binding, flow cytometry; actives lie on both sides; 100% means binding = to untreated wells;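 active means GTP binding at least 20 percentage points away from the 100% baseline, in either direction, so actives lie on both sides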
Pf gamet viab = kills late stage P. falciparum gametocytes; inhibition, % at 10.9 µM; P. falciparum stage V gametocytes, ATP luminescence, 24 h; 150,000 compounds, 0.065% hits;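 active means inhibition above the mean plus 3 SD of compounds within the control limits, set per campaign, cut at about 38% in these data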;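 further: 0% = DMSO wells and 100% = medium only without gametocytes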
Rac1 wt modul = alters GTP binding to wildtype human Rac1. P63000. GST-Rac1 beads, fluorescent GTP binding, flow cytometry; actives lie on both sides; 0 = cold GTP competed, 100 = untreated. GTP binding activity (% of control), % at 10 µM. 190,000 compounds, 0.27% hits. AID 757;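 active means GTP binding activity at least 20 points away from the 100% control level, either lower or higher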
Avidin bead fluor = avidin bead compound fluorescence profile. Avidin beads, compound fluorescence 488/530 nm, flow cytometry; hits give high values. fluorescence (KMESF) at 10 µM. 220,000 compounds, 0.38% hits. AID 1775; in the data active means fluorescence above about 47; further: inactives centre near 10
Mcl1-Bid inh = disrupts binding of human Mcl-1 to Bid peptide; AID 1021; inhibition, % at 21.7 µM; 220,000 compounds, 0.97% hits; Q07820; TR-FRET Mcl-1/Bid-Dy647 peptide binding, 1536-well;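 active means compounds that cut the binding signal by more than half at the single screening dose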;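 further: His-tagged Mcl-1 with europium anti-His antibody binding Bid BH3 peptide; 0% = Mcl-1 plus peptide wells and 100% = peptide-only wells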
Bim-Mcl-1 = inhibitors of Bim-Mcl-1 interaction, human | Q07820 | Bead-based flow cytometry, Bim peptide-Mcl-1 binding | inhibition, % at 10 µM | 190,000 compounds, 0.1% hits; in the data active means inhibition above about 40%;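 further: 0% = no compound tracer wells and 100% = peptide blocker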
HRas wt GTP = human HRas wildtype GTP binding, change in either direction | P01112 | GST-Ras wt beads, Bodipy-FL-GTP binding, flow cytometry; actives lie on both sides | GTP binding activity, % at 10 µM | 190,000 compounds, 0.14% hits | AID 759;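 active means GTP binding activity at least 20% away from the 100% baseline, either lowered as inhibitor or raised as activator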;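 further: 0% = unlabeled GTP competition control and 100% = no-compound control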
Target sequence (P01112 whole entry, looked up): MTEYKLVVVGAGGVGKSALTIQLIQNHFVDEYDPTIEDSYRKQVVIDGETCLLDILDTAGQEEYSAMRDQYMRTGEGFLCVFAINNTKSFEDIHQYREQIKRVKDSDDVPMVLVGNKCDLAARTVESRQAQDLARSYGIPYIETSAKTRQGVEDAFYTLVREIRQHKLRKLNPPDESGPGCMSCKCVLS
An asterisk follows results filed as active; . = not tested or not shown; [ ] = remark or other dose.

mol	Rab7 wt GTP bind	Rac1 wt modul	Avidin bead fluor	HRas wt GTP	Rab2 wt GTP	Rac1 act GTP bind	Bim-Mcl-1	Cdc42 wt GTP	Mcl1-Bid inh	Pf gamet viab	Mcl1-Noxa inh
C=CCNC(=O)CN(c1ccc(F)c(Cl)c1)S(C)(=O)=O	99	102	7	98	98	100	-2	99	-34	.	3
COC(=O)C1C(=O)c2c([nH]c(C(=O)OC3CCCCCC3)c2C)CC1C (centres undefined)	103	105	11	103	102	101	0	103	-16	.	11
O=C(c1ccc(S(=O)(=O)N2CCCCC2)cc1)N1CCN(c2ccccc2F)CC1	103	103	16	102	102	100	-3	99	-16	11	5
Cc1ccc(S(=O)(=O)N(CC(=O)N=Nc2c(O)[nH]c3ccccc23)c2ccc(C)c(C)c2)cc1	95	97	11	98	99	99	-8	97	-10	8	-26
COc1ccc(N2CCN(C(=O)c3cccn4c(=O)c5ccccc5nc34)CC2)cc1	94	104	11	98	94	93	4	98	-34	.	36
CC(C)NC(=O)C1CCN(C2CCN(Cc3nc(C(C)C)cs3)CC2)CC1	99	101	11	98	97	99	-3	98	-31	-7	14
OC(CN1CCN(Cc2ccc3c(c2)OCO3)CC1)c1c[nH]c2ccccc12 (centres undefined)	94	122*[activator]	15	107	107	105	0	116	-41	-10	3
COc1ccccc1N1CCN(C(c2cc3cc(C)ccc3[nH]c2=O)c2nnnn2C2CCCC2)CC1 (centres undefined)	92	92	8	94	94	95	-1	95	-20	10	.
O=C(NCc1ccco1)c1ccccc1F	95	97	5	101	98	97	-2	101	-2	-4	38
CC1(C)CC2CC(C)(CN2C(=O)Cc2ccccc2)C1 (centres undefined)	102	103	7	101	98	99	-3	99	-1	.	4
Fc1ccccc1Nc1nc(-c2ccncc2)nc2ccccc12	98	101	3	100	96	99	-26	99	8	10	32
O=C(NNC(=S)NC(=O)c1ccccc1[N+](=O)[O-])c1ccc(Cl)cc1Cl	96	89	7	92	93	84	0	86	-38	.	-35
O=C(NNc1c(Cl)cc(Cl)cc1Cl)c1cccc([N+](=O)[O-])c1	99	101	17	99	99	99	-6	101	-12	13	9
Cc1ccc(N=CC2=C(O)CC(C)(C)CC2=O)nc1	98	108	5	101	100	99	0	102	-33	.	15
Brc1ccc2nc(N3CCCC3)sc2c1	94	95	5	93	95	93	1	93	2	-6	13
COC(=O)c1ccc(CSc2ccc3nnc(-c4ccc(OC)cc4)n3n2)o1	94	95	9	95	95	96	1	94	-32	.	20
C=CCC(=O)OCCCCCCOc1ccc(C(=O)O)cc1	98	98	35	99	98	97	-3	101	-13	.	4
COCCn1nnnc1C(c1cc2ccc(OC)cc2[nH]c1=O)N1CCN(C2CCCCC2)CC1 (centres undefined)	97	95	8	98	96	94	2	97	-9	.	40
CCN(CC)S(=O)(=O)c1cccc(C(=O)N[C@H](C(=O)OCC(N)=O)C(C)C)c1	99	108	29	103	103	102	-1	104	-27	.	7
COc1ccc(NC(=O)CSc2nc(O)cc(=O)n2C)cc1	91	105	7	97	98	100	0	102	-3	.	8

Marked active in Rac1 wt modul (from the list above):
SMILES	Rab7 wt GTP bind	Rac1 wt modul	Avidin bead fluor	HRas wt GTP	Rab2 wt GTP	Rac1 act GTP bind	Bim-Mcl-1	Cdc42 wt GTP	Mcl1-Bid inh	Mcl1-Noxa inh
OC(CN1CCN(Cc2ccc3c(c2)OCO3)CC1)c1c[nH]c2ccccc12 (centres undefined)	94	122*[activator]	15	107	107	105	0	116	-41	3

The listing picks up, starting 4 compounds before the break.
mol	Rab7 wt GTP bind	Rac1 wt modul	Avidin bead fluor	HRas wt GTP	Rab2 wt GTP	Rac1 act GTP bind	Bim-Mcl-1	Cdc42 wt GTP	Mcl1-Bid inh	Pf gamet viab	Mcl1-Noxa inh
C=CCC(=O)OCCCCCCOc1ccc(C(=O)O)cc1	98	98	35	99	98	97	-3	101	-13	.	4
COCCn1nnnc1C(c1cc2ccc(OC)cc2[nH]c1=O)N1CCN(C2CCCCC2)CC1 (centres undefined)	97	95	8	98	96	94	2	97	-9	.	40
CCN(CC)S(=O)(=O)c1cccc(C(=O)N[C@H](C(=O)OCC(N)=O)C(C)C)c1	99	108	29	103	103	102	-1	104	-27	.	7
COc1ccc(NC(=O)CSc2nc(O)cc(=O)n2C)cc1	91	105	7	97	98	100	0	102	-3	.	8
Cn1cccc1CC(=O)N/N=C/c1cccc([N+](=O)[O-])c1	97	98	22	96	95	97	16	95	-39	-21	49
Cc1ccc(O)c(NC(=O)c2noc3c2CCCCC3)c1	95	101	10	100	99	99	-1	98	-7	-36	2
COc1ccc(NC(=O)CN2CCC(NC(=O)C3CCCCC3)CC2)c([N+](=O)[O-])c1	100	98	10	100	101	100	-2	99	-25	-6	9
CN1/C(=C/C(=O)C2CC2)C(C)(C)c2ccccc21	104	103	7	97	102	100	-3	103	-26	-3	8
O=C(O)c1cc(O)c2c(c1)C(=O)c1cc(O)cc(O)c1C2=O	90	86	6	87	86	86	1	86	7	.	62*
O=C(c1cc(-c2cccs2)nc2ccccc12)N1CCN(S(=O)(=O)c2cccc(F)c2)CC1	103	102	8	103	103	101	-1	101	9	.	21
CNS(=O)(=O)c1ccc(NC(=O)c2nc3nc(C)cc(C(F)F)n3n2)cc1	97	101	13	101	100	100	2	98	8	.	10
CN=C1c2ccccc2CN1c1cccc(C(=O)OC)c1	97	98	11	98	98	96	0	100	-23	9	-14
CCC(CC)C(=O)NCCc1ccc(OC)cc1	97	99	.	98	99	99	-5	100	13	-5	-14
C=CCN(c1cccc(C(F)(F)F)c1)S(=O)(=O)c1cccc(C(=O)OCC(=O)NCCC)c1	98	101	13	97	96	97	-3	100	4	.	2
NC(=S)NNC(=S)Nc1ccccc1	99	99	10	96	97	94	-6	95	-40	.	30
Cc1ccc2c(c1)C(SCC(=O)NCCc1ccccc1)CC1(CCCC1)O2 (centres undefined)	98	107	6	101	99	98	-3	101	5	.	13
COc1ccc(S(=O)(=O)N2CCCC2C(=O)Nc2nnc(-c3cccnc3)s2)cc1 (centres undefined)	98	99	10	99	99	98	0	100	-6	.	22
Cn1cnnc1SCC(=O)Nc1ccccc1C(=O)NC1CC1	99	100	7	98	98	97	0	95	-26	-27	-1
c1ccc(-c2cn3nc4c(nc3n2)CCCC4)cc1	102	99	8	100	98	95	1	100	-8	-32	18
CCCCNC(=O)c1onc(CSc2cccc(OCC)c2)c1C(=O)O	103	102	20	98	100	99	-6	100	19	26	2
CN(CC(=O)Nc1ccccc1Cl)CC(=O)Nc1c(F)cccc1F	99	96	6	96	99	95	-3	98	-30	-34	10
O=C(COC(=O)/C=C/c1ccc(Cl)cc1)NCCC1=CCCCC1	95	96	13	94	90	93	-5	95	-29	-4	12
CC(C)N(Cc1nccn1C)C(=O)c1ccc(OC2CCN(C(=O)C3CC3)CC2)cc1	98	100	9	98	98	97	-3	98	-4	-11	-5
Cc1ccn2c(-c3csc(NCc4ccco4)n3)c(C)nc2c1	102	103	19	103	101	101	-5	101	-7	.	23

New compounds follow
mol	Rab7 wt GTP bind	Rac1 wt modul	Avidin bead fluor	HRas wt GTP	Rab2 wt GTP	Rac1 act GTP bind	Bim-Mcl-1	Cdc42 wt GTP	Mcl1-Bid inh	Pf gamet viab	Mcl1-Noxa inh
NC(=O)CN(c1ccc([N+](=O)[O-])cc1)S(=O)(=O)c1ccccc1	104	100	24	100	99	96	0	102	-3	11	17
CC1CCN(C(=O)CSc2nnc(CNC(=O)COc3ccc(Cl)cc3)o2)CC1	99	102	6	97	95	95	0	96	-6	.	-3
CCN1CCN(Cc2nc3c(c(=O)n(C)c(=O)n3C)n2Cc2ccccc2Cl)CC1	95	103	3	97	100	97	-2	101	-16	.	-3
OCCCc1nc2n(n1)C(c1ccccc1Cl)C=C(c1cccs1)N2 (centres undefined)	103	104	42	106	107	101	-2	108	-35	.	0
CCc1nnc(NC(=O)CSc2nnc(-c3ccccc3O)n2CC)s1	101	100	16	103	102	99	-4	102	-28	-25	21
Cc1ccc2c(c1)NC(=O)C(CC(=O)NCCCN1CCN(c3cc(C)ccc3C)CC1)O2 (centres undefined)	101	108	8	102	104	102	0	102	7	.	-5
COc1cc(-c2ccc(NC(=O)CN3CCC(C)CC3)c(OC)c2)ccc1NC(=O)CN1CCC(C)CC1	96	93	2	94	97	93	-7	96	-2	.	-19
COC(=O)CNC(=O)c1cn(CC(C)C)c(=O)c2cc(OC)c(OC)cc12	103	109	9	103	103	101	-2	101	-1	.	11
COc1cccc(C(=O)Oc2cccc(N3C(=O)C4C5CC(C(Br)C5Br)C4C3=O)c2)c1 (centres undefined)	99	99	5	98	100	97	-2	97	-4	-14	-1
CC(=O)c1ccc(Cc2ncc(C(F)(F)F)cc2Cl)s1	97	98	8	98	97	98	0	98	2	.	-10
CCOC(=O)N1CCC(NC(=O)COc2cc(=O)n(C)c3ccccc23)CC1	94	104	5	99	97	96	-1	98	-16	.	16
COc1ccc(CCNC(=O)C(=O)Nc2ccc3c(c2)OCCO3)cc1OC	98	101	5	99	99	97	-2	100	-16	-1	5
CSc1nc(-c2ccco2)nn1C(=O)c1ccco1	99	108	6	101	105	99	0	101	-18	.	-1
Cc1cc(NCCCN2CCOCC2)n2ncc(-c3ccc(Cl)cc3)c2n1	98	106	37	103	99	101	-2	103	-16	2	-13
O=C(CSc1nc2ccccc2s1)N1N=C(c2cccs2)CC1c1ccc(F)cc1 (centres undefined)	101	102	15	102	102	101	-1	101	-17	.	-2
O=C(CN(C1CCCCC1)S(=O)(=O)c1ccc(Br)cc1)NCc1ccncc1	95	95	5	92	96	97	4	96	-30	.	-1

Sorted by molar mass (falling): three of the compounds above
mol	Rab7 wt GTP bind	Rac1 wt modul	Avidin bead fluor	HRas wt GTP	Rab2 wt GTP	Rac1 act GTP bind	Bim-Mcl-1	Cdc42 wt GTP	Mcl1-Bid inh	Pf gamet viab	Mcl1-Noxa inh
COc1cccc(C(=O)Oc2cccc(N3C(=O)C4C5CC(C(Br)C5Br)C4C3=O)c2)c1 (centres undefined)	99	99	5	98	100	97	-2	97	-4	-14	-1
O=C(CSc1nc2ccccc2s1)N1N=C(c2cccs2)CC1c1ccc(F)cc1 (centres undefined)	101	102	15	102	102	101	-1	101	-17	.	-2
CCOC(=O)N1CCC(NC(=O)COc2cc(=O)n(C)c3ccccc23)CC1	94	104	5	99	97	96	-1	98	-16	.	16
